# SUMO1 PPI mod: modulators of SUMO1 protein-protein interactions, primary screen, biochemical, uHTS; Small ubiquitin-related modifier 1 (Homo sapiens), P63165; hit rate 0.33% among 360,000; SUMO1 binding to a labelled peptide, TR-FRET, 1 h; inhibition, % at 20 µM; in the data active = inhibition above about 37%
# Target sequence (P63165 whole entry, looked up): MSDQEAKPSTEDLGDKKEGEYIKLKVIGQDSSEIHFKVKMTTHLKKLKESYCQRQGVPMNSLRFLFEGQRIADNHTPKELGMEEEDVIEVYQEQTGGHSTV
# DNMT1 block: human DNMT1 methyltransferase inhibitors, primary screen, biochemical, molecular beacon, fluorescence, HinP1I cleavage, uHTS; DNA (cytosine-5)-methyltransferase 1 (Homo sapiens), P26358; inhibition (reported as % activation of signal), % at 10 µM; hit rate 0.83% among 360,000; in the data active = inhibition above about 50%
# NadD inh: inhibitors of S. aureus NadD, primary screen, biochemical, colorimetric, uHTS | inhibition, % at 20 µM | Nicotinate-nucleotide adenylyltransferase NadD (Staphylococcus aureus N315) | AID 602399, 2012 | purified NadD enzyme, colorimetric absorbance read-out | hit rate 0.78% among 360,000; in the data active = inhibition above about 26%; also: some compounds past the cut are filed as inactive
# Tb MetRS inh: T. brucei MetRS inhibitors, primary screen, biochemical, luminescence. purified T. brucei MetRS, ATP depletion, Kinase-Glo luminescence. inhibition, % at 11.9 µM. hit rate 0.4% among 360,000. methionyl-tRNA synthetase (Trypanosoma brucei brucei);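 active = inhibition above a per-plate cutoff of the control wells' mean inhibition plus 3 SD, cut at about 5.5% in these data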;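 also: 0% = DMSO wells median and 100% = median of wells with control inhibitor compound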
#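 technique = Kinase-Glo luminescence, ATP depletion format | system = purified MetRS (methionyl-tRNA synthetase) enzyme from Trypanosoma brucei | timing = 15 min preincubation, 2 h reaction, all 25 °C | evaluation = percent inhibition versus plate control medians | dosing = single dose, 11.9 µM final nominal, 0.9% final DMSO | also added = substrates ATP, L-methionine and bulk Escherichia coli tRNA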
# Rpn11 inh: Rpn11 (PSMD14) deubiquitinase inhibitors, primary screen, biochemical, fluorescence polarization, uHTS; 26S proteasome non-ATPase regulatory subunit 14 (Homo sapiens), O00487; human 26S proteasome, Ub4-pepOG fluorescence polarization; 20S core pre-blocked with epoxomicin; calls only at 20 µM; hit rate 0.59% among 360,000; AID 588493, 2011;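 active = inhibition at 20 µM, scaled to each plate's controls, above about 33%, limit read from the data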
# Target sequence (O00487 whole entry, looked up): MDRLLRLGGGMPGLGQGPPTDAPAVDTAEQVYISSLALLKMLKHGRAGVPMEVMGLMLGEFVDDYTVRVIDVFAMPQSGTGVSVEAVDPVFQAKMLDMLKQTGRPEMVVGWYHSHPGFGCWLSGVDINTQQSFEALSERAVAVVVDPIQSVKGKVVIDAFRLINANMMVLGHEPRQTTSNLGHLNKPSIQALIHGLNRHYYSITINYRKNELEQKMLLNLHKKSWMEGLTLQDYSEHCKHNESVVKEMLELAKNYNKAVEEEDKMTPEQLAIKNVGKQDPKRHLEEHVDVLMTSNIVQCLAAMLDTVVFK
# CSN deneddyl inh: inhibitors of CSN-mediated cullin deneddylation, primary screen, biochemical, fluorescence polarization, uHTS | hit rate 0.38% among 360,000 | inhibition, % at 12.5 µM | Purified CSN, SCF-Nedd8-OG deneddylation | COP9 signalosome complex subunit 5 (Homo sapiens), Q92905;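 active = pattern-corrected inhibition above about 35%, with an unprinted fluorescence ratio check between 0.5 and 1.5, limit read from the data, passing the limit was not always enough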;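 also: 0% = enzyme with substrate and 100% = substrate without enzyme; some results filed as inactive read as strong as hits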
#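 Assay system: purified human Csn5 enzyme expressed in HEK293T cells; Input: 0.24 nM Csn5 enzyme, final concentration; Reagent: 10 nM SCFSkp2-Nedd8OG; Compound dosing: 12.5 µM single point; Times: reaction 90 min, room temperature; Technique: fluorescence polarization readout.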
# LMPTP inh: LMPTP phosphatase inhibitors, primary screen, biochemical, fluorescence intensity, uHTS; recombinant LMPTP-A, OMFP fluorogenic substrate; inhibition, % at 20 µM; hit rate 0.22% among 360,000; AID 651560, 2012;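 active = compounds that cut the enzyme signal by at least half of the control window in the single-dose screen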;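 also: plate controls were DMSO wells with enzyme plus substrate for no effect and substrate without enzyme for full effect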
#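 Test system: LMPTP-A phosphatase enzyme; input: 0.625 nM LMPTP-A final; reagent: OMFP substrate, 400 µM final; compound dosing: 20 µM single dose, 3% DMSO; incubation: 50 min dark incubation at room temperature; measured by: endpoint fluorescence intensity from OMFP dephosphorylation; measure: % inhibition relative to no-enzyme and uninhibited control wells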
# STEP inh: STEP phosphatase inhibitors, primary screen, biochemical, fluorescence intensity, uHTS; hit rate 0.25% among 360,000; recombinant STEP, OMFP fluorogenic substrate; inhibition, % at 20 µM; AID 588621, 2011; Tyrosine-protein phosphatase non-receptor type 5 (Homo sapiens), P54829;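 active = inhibition at 20 µM, scaled per plate between control wells, above about 37%, limit read from the data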;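 also: 0% = DMSO with enzyme and substrate and 100% = substrate only without enzyme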
# Target sequence (P54829 whole entry, looked up): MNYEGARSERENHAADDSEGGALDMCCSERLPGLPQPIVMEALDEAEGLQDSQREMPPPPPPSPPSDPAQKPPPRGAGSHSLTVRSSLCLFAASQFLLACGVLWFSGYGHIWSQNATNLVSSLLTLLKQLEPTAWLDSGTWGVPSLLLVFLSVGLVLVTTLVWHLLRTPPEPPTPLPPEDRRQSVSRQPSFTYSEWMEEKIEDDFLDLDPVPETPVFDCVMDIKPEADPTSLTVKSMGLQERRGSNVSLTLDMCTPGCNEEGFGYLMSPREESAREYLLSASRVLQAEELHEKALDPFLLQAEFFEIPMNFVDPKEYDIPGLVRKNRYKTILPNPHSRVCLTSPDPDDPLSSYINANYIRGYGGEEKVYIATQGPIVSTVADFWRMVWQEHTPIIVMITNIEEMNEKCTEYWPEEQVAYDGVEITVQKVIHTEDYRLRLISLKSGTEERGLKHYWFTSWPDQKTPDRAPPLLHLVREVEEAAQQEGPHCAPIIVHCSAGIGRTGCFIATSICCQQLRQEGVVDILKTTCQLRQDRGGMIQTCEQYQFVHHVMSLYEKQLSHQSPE
#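 Material: STEP (striatal-enriched tyrosine phosphatase) enzyme, cell-free | Medium: 50 mM Bis-Tris pH 6.0 with 2.5 mM DTT and 0.005% Tween 20 | Read-out: Percent inhibition scaled to no-enzyme and uninhibited-enzyme controls, plate-pattern corrected | Signal: Fluorescence read at 480 nm ex / 540 nm em | Times: 20 min reaction, room temperature, in the dark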
# MsrA inhibitor: bovine MsrA enzyme inhibitors, primary screen, biochemical, absorbance, HTS; purified bovine MsrA, absorbance read-out; inhibition, % at 15.5 µM; hit rate 0.75% among 360,000; in the data active = inhibition above about 4.5%;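 also: 0% = vehicle wells with enzyme and 100% = reference inhibitor wells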
# Scp-1 inhibitor: Scp-1 phosphatase inhibitors, primary screen, biochemical, colorimetric, uHTS | Carboxy-terminal domain RNA polymerase II polypeptide A small phosphatase 1 (Homo … | Recombinant Scp1, phosphopeptide, malachite green phosphate absorbance | inhibition, % at 20 µM | hit rate 0.88% among 340,000 | AID 493091, 2011;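 active = inhibition above about 50% at 20 µM, limit read from the data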;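 also: plate controls were DMSO wells with enzyme for no effect and wells lacking enzyme for full effect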
#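 System: SCP-1 catalytic domain; Reagent: Phospho 17-mer peptide substrate; Doses: one concentration, 20 µM, with 1.0% DMSO; Incubation: 45 min room-temperature reaction, 5 min colour, 30 min stabiliser; Signal: Phosphate-binding colour reagent, absorbance read at 630 nm.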
# Numbers without * were called inactive; i = inactive; · = not tested or not shown.
SUMO1 PPI mod,DNMT1 block,NadD inh,Tb MetRS inh,Rpn11 inh,CSN deneddyl inh,LMPTP inh,STEP inh,MsrA inhibitor,Scp-1 inhibitor,mol
4,2,1,-0.2,i,-2,0.7,2,-1.6,3,CCO[C@H]1OC(C(=O)N2CCN(Cc3ccc4c(c3)OCO4)CC2)=C[C@@H](c2ccc3c(c2)OCO3)[C@@H]1CCCO
21,4,-7,-0.8,i,15,4.1,0,-0.1,4,Cc1nc2ccc(NC(=O)c3ccc4ccccc4n3)cc2s1
3,31,15,-1.2,i,6,9.0,24,·,72*,COc1cc2c(cc1NC(=O)CSc1nc3ccccc3[nH]1)oc1ccccc12
3,-1,-1,1.5,i,2,-1.0,-2,-1.3,0,N#CCCn1nnc2ccccc21
-3,-4,-6,0.3,i,6,1.3,3,-0.6,-6,CC(C)CC(=O)NC(=S)Nc1cccc(NC(=O)c2ccccc2)c1
-13,-5,5,0.9,i,-3,2.1,-2,0.6,-13,O=C(N/C(=C/c1cccc(Br)c1)c1nc(=S)[nH][nH]1)c1ccccc1
4,-1,-6,0.2,i,-9,0.0,3,1.4,3,Cc1ccc(OCC(=O)NNC(=O)c2cc(C)[nH]n2)cc1
-7,-1,1,0.5,i,2,0.1,1,1.5,-1,CC(=O)c1c(C)[nH]c(C(=O)OCc2ccc([N+](=O)[O-])cc2)c1C
1,-1,3,-0.3,i,-2,-0.5,-1,1.5,-10,COc1ccc(N2CCN(C(CNC(=O)COc3ccccc3)c3ccco3)CC2)cc1 (configuration not stated)
-2,4,9,-0.1,i,11,0.0,-3,0.2,-3,O=C(c1ccco1)N1CCN(S(=O)(=O)Cc2ccc(Cl)cc2)CC1
1,1,-1,-0.4,i,0,-0.3,-3,-0.6,-6,CCOC(=O)c1[nH]c2ccccc2c1NC(=O)CCN1CC(C)OC(C)C1 (configuration not stated)
0,5,-2,-0.4,i,0,1.5,1,-0.1,-2,CCC(C)[C@H]1COCCS(=O)(=O)N1Cc1ccc(Cl)cc1Cl (some centres not stated)
1,-1,-1,-0.5,i,-1,1.7,3,2.0,-17,O=C(CCCn1cncn1)N1CCCC(Nc2ccc(F)cc2)C1 (configuration not stated)
-2,3,-8,-0.2,i,-3,0.0,2,1.5,-10,O=C(Oc1ccc(Br)cc1)C1CCN(C2=NS(=O)(=O)c3ccccc32)CC1
12,12,8,-0.4,i,4,1.9,3,0.7,·,CC(C)=CCC[C@H](C)C[C@@H]1CC2=C(C(=O)OC(C)(C)O2)[C@H](c2ccc(Cl)cc2)O1
1,1,-8,-0.5,i,1,-0.3,6,-0.7,-5,O=C(COC(=O)CCC(=O)c1cccs1)Nc1ccccc1C(F)(F)F
-1,1,-2,-0.2,i,2,-0.7,-2,-0.1,0,COc1ccc(CCNC(=O)c2ccc(OCc3c(C)noc3C)c(OC)c2)cc1
-5,4,-4,0.1,i,-3,-0.4,-3,1.1,-4,COc1cc2c(cc1OC)CN(C(=S)Nc1ccc(C)cc1C)CC2
-6,-3,-6,-0.8,i,5,0.4,-1,0.1,4,O=C(/C=C/c1cccc(Br)c1)NC1CCN(Cc2ccccc2)CC1
-9,-3,-4,-0.5,i,-7,-1.2,-4,0.6,5,COc1ccccc1C(=O)Nc1ccc(C2=NNC(=O)CC2C)cc1 (configuration not stated)

# Further records follow:
SUMO1 PPI mod,DNMT1 block,NadD inh,Tb MetRS inh,Rpn11 inh,CSN deneddyl inh,LMPTP inh,STEP inh,MsrA inhibitor,Scp-1 inhibitor,mol
-4,-5,3,-0.5,i,1,-0.3,2,3.1,3,COc1cc2cc(CN(Cc3cccnc3)C(=O)NCc3ccccc3)c(=O)[nH]c2cc1OC
0,-7,-3,0.4,i,0,2.8,-1,0.0,-6,COc1cccc(NC(=O)c2sc3ncn(CC(=O)N4CCN(c5ccccn5)CC4)c(=O)c3c2C)c1
-5,-2,-1,-0.3,i,8,-1.1,-1,-1.5,-10,Oc1[nH]c2ccccc2c1N=Nc1c(F)c(F)c(Cl)c(F)c1F
-6,1,0,0.2,i,-10,-0.8,2,-0.9,-2,CC1=NN(C(=O)c2ccc(Cn3cc([N+](=O)[O-])cn3)cc2)C(O)(C(F)(F)F)C1 (configuration not stated)
-1,2,-4,0.0,i,0,-0.3,2,0.8,-6,Cn1c(Cl)cnc1C1CC(=O)c2cc(Cl)ccc2O1 (configuration not stated)
7,4,6,-0.8,i,4,1.3,4,-0.7,0,COc1ccc(NC(=S)N2CCN(c3ccccc3)CC2)c(OC)c1
7,0,2,-0.1,i,5,0.1,2,0.5,0,O=C1OC(/C=C/c2ccccc2)=NC/1=C/c1ccco1
-11,13,5,0.5,i,-4,-0.6,-2,1.1,52*,COc1ccc(/C=C/C(=O)OCC(=O)NCc2ccco2)cc1OC
2,0,5,0.9,i,4,1.1,0,-0.5,4,Cc1ccc(N(C(=O)c2csnn2)C(C(=O)NC2CCCCC2)c2ccncc2)c(C)c1 (configuration not stated)
1,1,-3,-0.2,i,-2,0.4,0,1.7,41,CC1CCCCC1NC(=O)COC(=O)COc1ccccc1Cl (configuration not stated)
4,0,-4,-0.9,i,0,-0.6,0,1.0,-1,Cc1nonc1NC(=O)c1ccccc1Br
-3,·,-2,-0.9,·,0,4.9,·,1.7,·,CCOC(=O)[C@]12CCCC=C1N(Cc1cccc3ccccc13)C(=O)[C@H](CC(=O)NCCc1ccccc1OC)C2
0,-2,-3,-1.0,i,-2,0.0,3,0.3,-5,COc1cccc(CN2CCN(Cc3nc(-c4cccs4)oc3C)CC2CCO)c1 (configuration not stated)
4,0,-3,-0.3,i,3,0.1,2,-0.3,-5,CC(C)(C)c1ccc(C(=O)NC(=O)COC(=O)c2ccco2)cc1
5,6,-5,-0.7,i,12,1.0,0,-1.0,-2,Cc1ccc(OCC(=O)Nc2sc3c(c2C#N)CCC3)cc1C
4,-22,4,-0.2,i,4,3.8,-1,-1.0,·,CCOC1=C2[C@@H](CN(S(=O)(=O)c3ccc(C)cc3)[C@H]2c2ccccc2F)[C@H]2C(=O)N(C3CCCCC3)C(=O)[C@H]2C1
-6,1,0,0.0,i,7,-0.6,-2,1.2,-9,C#CCONC(=O)c1cc(OCC(F)(F)F)ccc1OCC(F)(F)F
5,-1,-4,0.0,i,-1,-0.4,2,1.5,-2,O=C(COC(=O)/C=C/c1ccccc1)NC(=O)NCc1ccccc1
-2,-2,2,0.0,i,-6,1.4,-2,-0.5,6,CC(CC(=O)N1CCN(c2cccc(Cl)c2)CC1)S(=O)(=O)c1ccc2c(c1)NC(=O)CO2 (configuration not stated)
14,-22,16,-0.3,i,-1,4.5,3,2.4,-9,Cc1ccnc(Nc2nc(-c3c(C)nc4sccn34)cs2)c1

# Overlap with the part before: 2 entries; new compounds follow.
SUMO1 PPI mod,DNMT1 block,NadD inh,Tb MetRS inh,Rpn11 inh,CSN deneddyl inh,LMPTP inh,STEP inh,MsrA inhibitor,Scp-1 inhibitor,mol
-2,-2,2,0.0,i,-6,1.4,-2,-0.5,6,CC(CC(=O)N1CCN(c2cccc(Cl)c2)CC1)S(=O)(=O)c1ccc2c(c1)NC(=O)CO2 (configuration not stated)
14,-22,16,-0.3,i,-1,4.5,3,2.4,-9,Cc1ccnc(Nc2nc(-c3c(C)nc4sccn34)cs2)c1
7,-2,-12,-0.6,i,-2,0.7,2,-1.6,-12,COc1cc(C(=O)NC(c2ccccc2)c2ccccc2)cc(OC)c1OC
-4,-3,13,-0.1,i,10,-0.1,-2,2.2,-1,CC[n+]1c(/C=C2/C=C(C)CC(C)C2)sc2ccccc21 (configuration not stated)
-6,-6,-1,2.9,i,-6,-0.8,-1,3.8,-2,CC(=O)c1cccc(NC(=O)CC2S/C(=N/N=C/c3cccs3)NC2=O)c1 (configuration not stated)
-10,-2,-6,0.7,i,-2,-1.9,1,-0.2,-6,Cc1cc2c(cc3c(=O)n(CC(=O)NCCCN4CC(C)CC(C)C4)ncn32)s1 (configuration not stated)
5,1,8,0.1,i,-3,-0.9,1,1.2,5,COc1ccc(OCC(O)CN2C(=O)NC(C)(C)C2=O)cc1 (configuration not stated)

# In the list so far, these have fluorine.
SUMO1 PPI mod,DNMT1 block,NadD inh,Tb MetRS inh,Rpn11 inh,CSN deneddyl inh,LMPTP inh,STEP inh,MsrA inhibitor,Scp-1 inhibitor,mol
1,-1,-1,-0.5,i,-1,1.7,3,2.0,-17,O=C(CCCn1cncn1)N1CCCC(Nc2ccc(F)cc2)C1 (configuration not stated)
1,1,-8,-0.5,i,1,-0.3,6,-0.7,-5,O=C(COC(=O)CCC(=O)c1cccs1)Nc1ccccc1C(F)(F)F
-5,-2,-1,-0.3,i,8,-1.1,-1,-1.5,-10,Oc1[nH]c2ccccc2c1N=Nc1c(F)c(F)c(Cl)c(F)c1F
-6,1,0,0.2,i,-10,-0.8,2,-0.9,-2,CC1=NN(C(=O)c2ccc(Cn3cc([N+](=O)[O-])cn3)cc2)C(O)(C(F)(F)F)C1 (configuration not stated)
4,-22,4,-0.2,i,4,3.8,-1,-1.0,·,CCOC1=C2[C@@H](CN(S(=O)(=O)c3ccc(C)cc3)[C@H]2c2ccccc2F)[C@H]2C(=O)N(C3CCCCC3)C(=O)[C@H]2C1
-6,1,0,0.0,i,7,-0.6,-2,1.2,-9,C#CCONC(=O)c1cc(OCC(F)(F)F)ccc1OCC(F)(F)F
